NPR2 activator = GC-B (human) receptor activation | HEK293-GC-B cells, CNP EC30, cGMP TR-FRET; 0% at EC30 CNP, 100% saturating CNP | P20594 | hit rate 0.11% among 370,000 | activation, % at 10 µM | AID 1920062;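 active = activation at 10 µM reaching about 35% in either raw or pattern-adjusted values, limit read from the data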
TDP2 inh = TDP2 (human) inhibition, absorbance primary screen | O95551 | recombinant TDP2, T5PNP hydrolysis, p-nitrophenol absorbance 415 nm | inhibition, % at 12.8 µM | hit rate 0.34% among 370,000;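 active = inhibition above the mean of all tested compounds plus 3 SD, set per campaign, cut at about 25% in these data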;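 also: 0% = DMSO with enzyme and 100% = buffer with substrate but no TDP2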
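Material: recombinant human TDP2; quantity: TDP2 enzyme at 120 nM final; medium: Tris-HCl pH 7.5 with MgCl2; compound: single concentration, 12.8 µM nominal, with 1% DMSO; incubation: 2 h enzyme incubation at 37 °C; signal: epi absorbance; measure: percent inhibition; benchmarks: high control without enzyme, low control DMSO plus TDP2; repeats: singlicate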
LEDGF integ inh = blocks HIV-1 LEDGF/p75-dependent DNA integration. TR-FRET IN-LEDGF/p75 DNA integration, Eu/Cy5. inhibition, % at 3.7 µM. hit rate 0.64% among 370,000. AID 743269;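 active = inhibition above the screen-wide mean plus 3 SD, cut at about 13% in these data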;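 also: signal is the Cy5 over europium emission ratio at 671 and 618 nm; 0% = plate median of compound wells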
HTRA1 inh = inhibitors of human serine peptidase HTRA1; recombinant HTRA1, FP-rhodamine activity-based probe, fluorescence polarization; inhibition, % at 5.96 µM; hit rate 0.5% among 340,000; in the data active = inhibition above about 36%;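 also: 0% = enzyme with DMSO and 100% = wells lacking enzyme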
Target sequence (Q92743 whole entry, looked up): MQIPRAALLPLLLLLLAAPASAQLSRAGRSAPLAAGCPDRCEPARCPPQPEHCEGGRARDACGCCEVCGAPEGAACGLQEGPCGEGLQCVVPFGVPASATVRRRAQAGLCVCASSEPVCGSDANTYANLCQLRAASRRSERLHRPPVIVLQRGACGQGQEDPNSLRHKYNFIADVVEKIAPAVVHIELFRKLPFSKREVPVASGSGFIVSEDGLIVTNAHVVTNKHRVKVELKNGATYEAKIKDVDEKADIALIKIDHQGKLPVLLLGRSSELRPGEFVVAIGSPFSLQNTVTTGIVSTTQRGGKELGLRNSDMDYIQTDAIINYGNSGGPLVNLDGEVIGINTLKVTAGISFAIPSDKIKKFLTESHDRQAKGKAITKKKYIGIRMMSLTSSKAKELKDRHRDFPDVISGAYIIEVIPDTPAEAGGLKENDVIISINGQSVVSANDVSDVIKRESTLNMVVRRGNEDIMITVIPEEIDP
mABHD4 FP = inhibitors of mouse ABHD4; Q8VD66; purified mABHD4, FP-Rh probe fluorescence polarization; inhibition, % at 8.92 µM; hit rate 0.54% among 370,000; AID 720543;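 active = inhibition exceeding the mean over every tested compound plus 3 SD, cut at about 30% in these data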;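 also: 0% = plate median of compound wells and 100% = S159A mutant with DMSO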
Target sequence (Q8VD66 whole entry, looked up): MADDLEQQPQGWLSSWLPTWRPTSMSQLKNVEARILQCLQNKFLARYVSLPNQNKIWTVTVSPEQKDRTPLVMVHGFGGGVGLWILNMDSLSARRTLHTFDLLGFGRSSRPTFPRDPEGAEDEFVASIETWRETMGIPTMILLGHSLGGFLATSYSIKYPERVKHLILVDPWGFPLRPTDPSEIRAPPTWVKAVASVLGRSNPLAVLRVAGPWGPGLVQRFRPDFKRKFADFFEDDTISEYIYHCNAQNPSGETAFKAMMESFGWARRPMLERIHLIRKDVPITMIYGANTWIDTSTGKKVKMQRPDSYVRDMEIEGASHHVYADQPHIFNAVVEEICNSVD
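Test system: mABHD4 protein | Buffer or medium: HEPES pH 7.0 buffer, 150 mM NaCl, 0.01% Pluronic F-127 | Probe or stimulus: FP-Rh fluorescent activity-based probe, added after compound pre-incubation | Timing: Pre-incubation 45 min, probe exposure 60 min, at 25 °C | Technique: Fluorescence polarization, excitation 525 nm, emission 598 nm, BODIPY TMR filters | Repeats: Single well per compound (singlicate)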
MBD2 inh = inhibitors of human MBD2 binding to methylated oligonucleotide | Q9UBB5 | TR-FRET | inhibition, % at 4.4 µM | hit rate 0.31% among 370,000; in the data active = inhibition above about 13%
PRMT1 inh = inhibitors of human PRMT1. Q99873. recombinant PRMT1, activity-based probe fluorescence polarization. inhibition, % at 2.79 µM. hit rate 1.3% among 370,000;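 active = inhibition above about 21% made by adding two undisclosed values, limit read from the data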
rCAG binder = molecules binding r(CAG) RNA repeats. inhibition, % at 3 µM. r(CAG) RNA repeat, TO-PRO-1 dye displacement fluorescence. hit rate 1.3% among 370,000. AID 651821;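 active = inhibition above the plate cutoff, the mean of all test compounds on that plate plus 3 SD, cut at about 35% in these data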;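 also: 0% = DMSO alone and 100% = 100 µM mitoxantrone as full dye displacement; higher means more dye released from RNA so lower well fluorescence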
SIAE inh = blocks human sialic acid acetylesterase. Q9HAT2. SIAE FP-Rh probe binding, fluorescence polarization. inhibition, % at 9.66 µM. hit rate 0.69% among 370,000. AID 1053197;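 active = inhibition above a cutoff: mean of compounds within the control limits plus 3 SD of those, cut at about 17% in these data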;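 also: 0% = plate median of compound wells and 100% = probe without SIAE protein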
TCR-CD3 inh = human TCR-CD3 binding inhibition | TAMRA-labeled TCR probe fluorescence, biochemical | inhibition, % at 9.4 µM | hit rate 0.37% among 360,000; in the data active = inhibition above about 19%;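 also: recombinant mutant TCR 2C K166C tagged with TAMRA read by polarization; 0% = receptor in buffer alone and 100% = receptor with positive control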
An asterisk follows results filed as active; . = no result given.

SMILES | NPR2 activator | TDP2 inh | LEDGF integ inh | HTRA1 inh | mABHD4 FP | MBD2 inh | PRMT1 inh | rCAG binder | SIAE inh | TCR-CD3 inh
CC(C)[C@H](NC(=O)N1CCn2c1nc1ccccc12)C(=O)N[C@H](Cc1ccccc1)C(=O)O | -3 | -8 | 1 | 5 | -11 | 2 | 7 | 23 | -4 | -7
CCN(CCO)C(=O)c1ccc2nc(Cc3cccc(Cl)c3)oc2c1 | -2 | 6 | 2 | 8 | -5 | 1 | 1 | -4 | 3 | -6
CC1=C(C(=O)N(C)C)C(c2cccc(Cl)c2)NC(=O)N1 (stereo unspecified) | 3 | 2 | 1 | -1 | 0 | -4 | 1 | 1 | -8 | 3
N#CC1=C(SCc2ccccc2)NC(=O)C(C#N)C12CCCC2 (stereo unspecified) | -1 | 0 | -2 | -2 | 7 | 2 | 1 | 3 | 4 | 9
COc1cccc(N2C(=NC(=O)CCC3CCCC3)SC3CS(=O)(=O)CC32)c1 (stereo unspecified) | -3 | -14 | -8 | -2 | 4 | 3 | 0 | -2 | -4 | -4
CCCCNC(=S)N1CCn2cccc2C1c1ccc(F)cc1 (stereo unspecified) | -3 | 8 | 1 | -13 | -8 | 4 | -1 | 0 | -3 | -4
CN(C)C(=O)CSc1ccc(S(=O)(=O)N2CCCC2)cn1 | -4 | 0 | -2 | -2 | -12 | 10 | 7 | -4 | -6 | -3
O=C(N/N=C/C1CC=CCC1)c1ccccc1O (stereo unspecified) | -3 | 0 | -1 | -1 | 7 | -2 | 2 | 5 | -4 | 11
Cc1cc(=O)n2nc(N3CCCC(C(=O)NCc4ccccc4Br)C3)sc2n1 (stereo unspecified) | -1 | -15 | 0 | -1 | -14 | -2 | -4 | -2 | -14 | -6
COC(=O)C1CCN(S(=O)(=O)c2cc3c4c(c2)CCN4C(=O)CC3)CC1 | 8 | -8 | -1 | 7 | -14 | 4 | 6 | -3 | -6 | -2
CCOc1cc(S(=O)(=O)Nc2cc(C)cc(C)c2)ccc1Cl | 47* | -42 | 7 | -38 | -40 | -6 | -2 | 13 | -26 | -6
COc1cccc(NC(=O)C2(C)CCN2C(=O)CC2CCCC2)c1 (stereo unspecified) | -11 | -7 | 4 | . | -1 | 2 | -4 | -1 | -3 | 5
CCN(CC)C(=O)CC[C@H]1CC[C@]2(CCCN(Cc3ccc(N(C)C)cc3)C2)O1 | 0 | 5 | -5 | . | 10 | 1 | -1 | 2 | 4 | .
CCCCN1CC[C@H]2C=CC[C@@H](C(=O)NCc3ccc(OC)cc3)[C@H]2C1=O | -2 | 1 | 2 | -3 | 7 | 1 | 0 | -9 | 5 | 10
CCC(=O)N1CCN(c2cc(NCC3CCCO3)c(F)cc2[N+](=O)[O-])CC1 (stereo unspecified) | -12 | -11 | 0 | 5 | 0 | -2 | 3 | -4 | -7 | -2

Entries of single compounds as entered above:
Listed for `O=C(N/N=C/C1CC=CCC1)c1ccccc1O` (stereo unspecified) → NPR2 activator: -3; TDP2 inh: 0; LEDGF integ inh: -1; HTRA1 inh: -1; mABHD4 FP: 7; MBD2 inh: -2; PRMT1 inh: 2; rCAG binder: 5; SIAE inh: -4; TCR-CD3 inh: 11
Listed for `COC(=O)C1CCN(S(=O)(=O)c2cc3c4c(c2)CCN4C(=O)CC3)CC1` → NPR2 activator: 8; TDP2 inh: -8; LEDGF integ inh: -1; HTRA1 inh: 7; mABHD4 FP: -14; MBD2 inh: 4; PRMT1 inh: 6; rCAG binder: -3; SIAE inh: -6; TCR-CD3 inh: -2

(cont.)
SMILES | NPR2 activator | TDP2 inh | LEDGF integ inh | HTRA1 inh | mABHD4 FP | MBD2 inh | PRMT1 inh | rCAG binder | SIAE inh | TCR-CD3 inh
Cc1ccc(S(=O)(=O)NC(=O)NCCCCNC(=O)NS(=O)(=O)c2ccc(C)cc2)cc1 | 3 | 6 | 1 | 6 | -6 | -1 | -1 | 0 | 7 | -3
CCCN1C2CCCC1CC(NC(=S)Nc1cccc(C)c1C)C2 (stereo unspecified) | 2 | 1 | 1 | -3 | 0 | -1 | -2 | 3 | 14 | -3
CCOc1ccc(N(Cc2cc3cc(OC)ccc3[nH]c2=O)S(C)(=O)=O)cc1 | -6 | 9 | 0 | -2 | 3 | -2 | -1 | -1 | -7 | -2
Cc1ccc(S(=O)(=O)N2CCCCC2)cc1NC(=O)COC(=O)Cc1ccc(Cl)cc1 | -2 | -5 | 1 | -22 | 0 | 1 | 0 | 3 | -6 | 2
COc1ccc(-c2csc(C(C)(O)c3cccnc3)n2)cn1 (stereo unspecified) | 2 | -3 | 7 | . | 6 | -7 | -2 | 2 | 5 | 4
CN(C)C=NC(=O)c1ccc([N+](=O)[O-])c(CS(=O)(=O)c2ccc(Cl)cc2)c1 | 4 | 2 | 1 | 4 | -7 | -3 | -1 | 0 | 9 | -4
O=C(CCn1c2c(c3ccccc31)CCCC2)NNC(=O)c1ccc([N+](=O)[O-])cc1 | -3 | -3 | 1 | -1 | 10 | -7 | 0 | 19 | 10 | 8
Cc1ccc(CN2C(=O)CCC2C(=O)NC2CC2)cc1 (stereo unspecified) | -1 | -7 | 0 | 7 | 0 | 4 | 0 | 3 | -3 | -1
COc1ccc(N2CCN(C(=O)c3ccc(C)cc3Cl)CC2)cc1 | 4 | 3 | 2 | -5 | -2 | 1 | 5 | -5 | -1 | -10
COc1cc2ncnc(NCc3cccc(Cl)c3)c2cc1OC | 6 | 3 | 1 | -15 | -3 | -2 | -1 | -5 | -2 | 5
Nc1ncnc2c1ncn2[C@@H]1O[C@H](CNS(=O)(=O)CCCCl)[C@@H](O)[C@H]1O | -5 | 2 | -12 | -4 | 0 | -10 | -2 | 3 | 1 | 4
CCSc1ccc(C(=O)Nc2ccc(Br)cn2)cc1[N+](=O)[O-] | -9 | 3 | 0 | 3 | -2 | 3 | 3 | 5 | -13 | 2
CCc1nc(C)cn1S(=O)(=O)c1cc(Cl)c(OC)cc1Cl | -6 | 2 | 1 | 2 | -8 | 3 | -4 | 1 | 3 | 3
CC(=O)Nc1ccc(NC(C)=O)s1 | 2 | 8 | -2 | 0 | 12 | -2 | -1 | 1 | 4 | 3
S=c1[nH]nc(-c2ccccc2)n1/N=C/C=C/c1ccco1 | -7 | 3 | 14* | 13 | 27 | 0 | 10 | 28 | 9 | 5
O=c1c(/C=N/Nc2ccccc2)c(Sc2nnnn2-c2ccccc2)nc2ccccn12 | 10 | 8 | 1 | -4 | -1 | -8 | -8 | 14 | -7 | -9
CSCC[C@@H](C(=O)NCCCCCCCCCCC(=O)N1CCNCC1)n1cc(CCO)nn1 | 1 | -4 | 5 | 9 | 1 | -3 | 0 | -8 | -2 | 2
N/C(=N\N=C\c1ccnc2ccccc12)SC1CC(=O)N(c2ccc(Br)cc2)C1=O (stereo unspecified) | 3 | -1 | 2 | -14 | -3 | 1 | -3 | 23 | -79 | 8
COc1ccc(NC(=O)CN(C)C(=O)c2ccc(S(=O)(=O)N3CCOCC3)cc2)cc1 | 1 | 3 | -2 | 1 | 4 | 1 | 1 | 1 | 1 | 6
COc1cccc(CC(=O)Nc2cccc3ccccc23)c1 | -1 | -11 | 6 | -17 | -15 | -3 | -3 | 8 | 0 | -13
Cc1c(C#N)c(NC(=O)C(C)C)n(Cc2ccccc2)c1C | 1 | 2 | 0 | 0 | 3 | -4 | 0 | 1 | 10 | 1
CC1(C)CC(=O)C(C=Nc2ccc(O)c(N=CC3=C(O)CC(C)(C)CC3=O)c2)=C(O)C1 | -3 | -11 | 0 | 20 | 7 | 1 | 8 | -2 | -1 | -5
COc1ccc(-c2cn(-c3ccc(OC)cc3)c(=S)[nH]2)cc1 | -1 | -5 | 0 | 1 | 3 | 1 | 10 | 7 | 9 | 1
CCn1c(SC)nnc1-c1nnc(SC)n1CC | -4 | -3 | 2 | -1 | 10 | -1 | -1 | 0 | 1 | 8
O=C(NCCc1ccc(Cl)cc1)c1cnc2n(c1=O)CCS2 | -1 | 7 | -5 | -3 | 1 | 1 | 5 | 1 | -1 | 3
Cc1ccc2c(c1)CO[C@]21O[C@H](CCO)C[C@H](O)[C@H]1O | 4 | 6 | 3 | 1 | 3 | 2 | 3 | -1 | 0 | -6
CCN(CC)C(=O)c1ccc(NS(=O)(=O)c2ccc3[nH]c(=O)[nH]c3c2)cc1 | 5 | -3 | -3 | 2 | -4 | 2 | 5 | -1 | -6 | 1
Cc1cccc(NS(=O)(=O)c2nnc(NC(=O)c3ccc(Cl)cc3)s2)c1 | 7 | -7 | 7 | -22 | -9 | 0 | -3 | 37* | -18 | 8
O=C(Nc1nccs1)[C@@H]1CC=C[C@@H]2CCN(Cc3ccccc3)C(=O)[C@@H]21 | 2 | 3 | 0 | -5 | 8 | 2 | 2 | 2 | 10 | -3
COc1ccc(N2CCN(C(=O)CCc3nnc4ccc(N5CCCC5)nn34)CC2)cc1 | -3 | 1 | 1 | 3 | 8 | 3 | 4 | -6 | 3 | 12
COc1cc(/C=C2\SC(=Nc3ccccc3OC)NC2=O)ccc1O | -10 | -3 | -1 | 5 | 2 | -1 | 1 | 11 | -6 | 0
COc1ccc(-n2nnnc2C(CCSC)N2CCN(C/C=C/c3ccccc3)CC2)cc1 (stereo unspecified) | 4 | -2 | -1 | . | 3 | 1 | 2 | 1 | -17 | -8
COc1cccc(C#Cc2c(CO)[nH]c3ccccc23)c1 | -2 | -7 | 1 | -31 | 1 | 9 | 1 | 11 | 2 | -1
COc1ccccc1C(=O)N/C(=C\c1cn(S(=O)(=O)N(C)C)c2ccccc12)C(=O)N1CCCC1 | -1 | 10 | -5 | -3 | 13 | 3 | -2 | -3 | -2 | -4
COC(=O)C(NC(=O)c1ccc(Cl)cc1)(Nc1nc(C)cs1)C(F)(F)F (stereo unspecified) | 3 | -1 | 0 | 6 | -7 | 4 | 1 | -1 | 8 | 3
N#Cc1cccc(NC(=O)CCC2CCCC2)c1 | -5 | -1 | -2 | -6 | -3 | -1 | -2 | -5 | -2 | 4
CCc1ccc(C(=O)CSc2nc3cc(S(=O)(=O)N4CCOCC4)ccc3n2CC)cc1 | 0 | -10 | -1 | -27 | -3 | -1 | 5 | 11 | -8 | -5
CC(N)C(=O)NC(C(=O)N1CCCC1C(=O)NC(c1ccccc1)c1ccccc1)C(C)C (stereo unspecified) | 5 | 4 | -2 | 0 | 4 | -4 | 0 | 3 | 3 | -6
COc1ccc(CN2CCNC(=O)C2CC(=O)NC2CCOCC2)cc1C (stereo unspecified) | -5 | -2 | 3 | -4 | -3 | 3 | 0 | -2 | 1 | 3
CCCCc1ccc(S(N)(=O)=O)cc1 | 1 | -9 | 0 | -2 | 2 | 1 | 0 | -1 | 0 | 7
COC(=O)c1c(NC(=O)Cc2ccccc2)sc2c1CC(C)(C)NC2(C)C | 3 | 1 | -2 | -8 | 2 | -3 | 12 | 0 | -2 | 2
O=S(=O)(Nc1ccccc1O)c1ccc(Cl)nc1 | -1 | 3 | -5 | 3 | 3 | -1 | 6 | -1 | 5 | -8
CC(=O)C1=C(c2ccccc2)NC(=O)NC1c1ccc(O)c(O)c1 (stereo unspecified) | 1 | -2 | -4 | 25 | 12 | -4 | 2 | 4 | 6 | 13

Screens as filed in PubChem BioAssay.

Some of the compounds tested, so the mix of outcomes need not match the whole.
